Compound activity: PubChem BioAssay, several laboratories
DAX1 inh-1 = blocks DAX1 repression of SF-1 activated StAR promoter; AID 652010; inhibition, % at 6.8 µM; HEK293T StAR-luciferase reporter, SF-1/DAX-1 repression relief; actives 1.1% (n = 370,000);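 active = inhibition above the mean over all tested compounds plus 3 SD, cut at about 3.6% in these data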;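 note: 0% = DAX-1 cells with DMSO and 100% = cells lacking DAX-1 with DMSO; higher inhibition means more luminescence from relief of DAX-1 repression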
hcDAF-12 act = activators of H. contortus DAF-12 nuclear receptor; activation, % at 6.8 µM; actives 1.4% (n = 370,000); AID 652067; HEK293 hcDAF-12 lit1-tk-luc reporter, luminescence; 0% DMSO, 100% Δ7-dafachronic acid;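 active = activation above the mean of all tested compounds plus 3 SD, cut at about 5.5% in these data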;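 note: 100% = response to 3 µM Δ7-dafachronic acid high control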
GC-A act = GC-A (human) enzyme activation. P16066. HEK293 GC-A cells, cGMP TR-FRET, EC30 ANP; 0% at EC30 ANP, 100% saturating ANP. activation, % at 10 µM. actives 0.14% (n = 370,000). AID 1671463; in the data active = activation above about 40%
KLK7 zymogen act = proKLK7 (human) activation, primary screen; P49862; purified proKLK7, EDANS-DABCYL substrate fluorescence; 100% is mature enzyme control, 0% vehicle; activation, % at 7 µM; actives 0.9% (n = 370,000); AID 652039;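 active = activation above the mean of all tested compounds plus 3 SD, computed per campaign excluding outliers beyond control limits, cut at about 13% in these data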
ssDAF-12 act = activators of S. stercoralis DAF-12 nuclear receptor; AID 652126; HEK293 ssDAF-12/GRIP1 lit1-tk-luc reporter, luminescence; % of 3 µM dafachronic acid response; activation, % at 6.8 µM; actives 1% (n = 370,000);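 active = activation above the mean over all tested compounds plus 3 SD, cut at about 0.9% in these data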;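 note: 0% = DMSO-only wells and 100% = 3 µM delta7-dafachronic acid wells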
HGIII-sPLA2 inh = Blocks human group III sPLA2 activity; AID 743126; inhibition, % at 12.2 µM; Q9NZ20; QFRET BODIPY PC-A2 liposome hydrolysis, fluorescence; actives 0.56% (n = 370,000);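 active = inhibition above mean plus 3 SD of compounds lying within the high and low control bounds, cut at about 19% in these data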;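 note: 0% = median of test compound wells and 100% = no enzyme DMSO wells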
Target sequence (Q9NZ20 whole entry, looked up): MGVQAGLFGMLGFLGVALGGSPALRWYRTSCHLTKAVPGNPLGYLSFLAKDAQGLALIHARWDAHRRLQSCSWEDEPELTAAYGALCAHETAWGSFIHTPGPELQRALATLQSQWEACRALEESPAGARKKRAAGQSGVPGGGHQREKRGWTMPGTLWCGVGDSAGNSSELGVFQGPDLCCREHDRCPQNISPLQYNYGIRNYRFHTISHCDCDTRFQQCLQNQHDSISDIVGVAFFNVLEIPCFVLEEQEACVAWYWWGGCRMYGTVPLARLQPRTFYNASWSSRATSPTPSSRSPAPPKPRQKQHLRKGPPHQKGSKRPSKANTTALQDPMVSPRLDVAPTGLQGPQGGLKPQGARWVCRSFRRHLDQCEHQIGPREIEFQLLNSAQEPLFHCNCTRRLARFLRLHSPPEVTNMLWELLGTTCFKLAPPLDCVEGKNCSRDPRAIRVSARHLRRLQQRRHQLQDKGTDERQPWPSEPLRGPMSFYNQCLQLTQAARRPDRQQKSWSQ
SMARCA2 activ = SMARCA2 function activation, primary screen | MG213 cells, MMTV-luciferase reporter, dexamethasone, overnight | activation, % at 9.1 µM | actives 1% (n = 370,000) | AID 652017; in the data active = activation above about 7.8%;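 note: 0% = vehicle wells and 100% = reference activator wells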
hgDAF12 agonist = hgDAF-12 agonism, primary luciferase screen; activation, % at 6.8 µM; actives 1.8% (n = 370,000); HEK293 GAL4-hgDAF12 UAS-luciferase reporter, agonist luminescence; normalized to butyrate control;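 active = activation above a cutoff set at the mean of all screened compounds plus 3 SD, cut at about 10% in these data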;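 note: 0% = DMSO wells and 100% = sodium butyrate wells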
DAX1 inh-2 = inhibitors of human orphan nuclear receptor DAX1 (NR0B1); HEK293 Gal4-DAX1 luciferase reporter, luminescence; P51843; inhibition, % at 6.75 µM; actives 0.99% (n = 340,000); AID 504766;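 active = inhibition above the mean over all tested compounds plus 3 SD, cut at about 4.2% in these data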;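 note: 0% = DAX1-transfected cells with DMSO and 100% = empty-vector control cells with DMSO; inhibition shows as a rise in luminescence from relieved DAX1 repression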
Target sequence (P51843 207-470 limits assumed): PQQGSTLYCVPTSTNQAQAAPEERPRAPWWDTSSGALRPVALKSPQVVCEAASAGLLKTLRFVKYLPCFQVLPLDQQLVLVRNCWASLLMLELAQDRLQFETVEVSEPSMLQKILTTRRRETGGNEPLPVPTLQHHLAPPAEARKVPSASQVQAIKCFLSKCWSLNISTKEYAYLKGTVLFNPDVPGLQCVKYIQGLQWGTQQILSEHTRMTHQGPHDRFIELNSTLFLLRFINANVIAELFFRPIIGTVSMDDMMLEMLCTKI
GAA850 FXN act = frataxin GAA850 promoter activation. HEK293 lucGAA850 FXN promoter luciferase reporter, 24 h; percent of 10 µM SAHA response. activation, % at 6 µM. actives 0.56% (n = 360,000);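 active = activation above the average of all compounds screened plus 3 SD, cutoff fixed separately per campaign, cut at about 7.5% in these data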;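 note: 0% = DMSO wells and 100% = 10 µM SAHA wells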
NPR2 activator = GC-B (human) receptor activation | activation, % at 10 µM | HEK293-GC-B cells, CNP EC30, cGMP TR-FRET; 0% at EC30 CNP, 100% saturating CNP | actives 0.11% (n = 370,000) | P20594;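 active = activation at 10 µM reaching about 35% in either raw or pattern-adjusted values, limit read from the data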
The depositor's hits bear a star; · = no result given.

Below each SMILES – DAX1 inh-1	hcDAF-12 act	GC-A act	KLK7 zymogen act	ssDAF-12 act	HGIII-sPLA2 inh	SMARCA2 activ	hgDAF12 agonist	DAX1 inh-2	GAA850 FXN act	NPR2 activator
1	COc1cccc(CN2CC(C(=O)NCCCc3ccc(C)cc3)CCC2=O)c1 (configuration not stated)
    -1.6	-0.8	1	0.8	-0.9	-5	4	4.5	-0.5	2.2	7
2	CCOC(=O)c1sc(NC(=O)Nc2ccc(Cl)cc2)cc1C
    -1.1	-1.8	-19	-0.8	-0.5	-15	-6	2.8	-2.2	1.6	-12
3	COc1cc(F)ccc1CN1CCC(C(=O)Nc2ccc(Oc3ccccc3)nc2)CC1
    -1.0	-3.1	-1	0.0	-1.3	-20	-5	-2.9	-0.8	-2.3	2
4	CN(CC(=O)Nc1cccc(F)c1)C(=O)Cn1cnc2c1c(=O)n(C)c(=O)n2C
    -0.9	1.1	3	0.1	-0.8	2	-1	0.0	-0.5	1.1	0
5	NC(=O)c1cccc(Nc2nc(C(N)Cc3ccc(C(F)(F)F)cc3)cs2)n1 (configuration not stated)
    -0.3	0.0	-13	-1.1	-1.2	8	-6	-1.0	·	-3.6	-6
6	CCOc1ccc2c(C)c(C(=O)O)oc2c1OCC
    -0.1	-0.6	0	0.9	-1.0	7	1	-1.2	-1.1	1.5	-6
7	CON=C1C=C(C)C(=O)C(C)=C1C
    1.0	0.3	0	0.6	-1.1	4	-3	0.3	1.1	-1.1	2
8	Cc1ccc(CSc2nnc(SCC(=O)N/N=C/C=C/c3ccccc3[N+](=O)[O-])s2)cc1
    0.2	0.1	-1	0.3	-1.5	-1	-2	-0.9	1.7	-0.4	-5
9	Cc1ccc(CNC(=O)Nc2ccccc2)cc1
    1.5	3.6	3	-0.3	-0.5	-1	8.7*	4.8	0.1	1.2	4
10	Cc1ccc(-c2nnc(Nc3ccc4c(c3)OCO4)c3ccccc23)cc1S(=O)(=O)NCCO
    -0.8	-2.6	9	2.0	-1.6	-9	-4	-1.1	-1.4	-0.6	8
11	CN(C)S(=O)(=O)n1cc(/C=C(\NC(=O)c2ccccc2)C(=O)N2CCCCC2)c2ccccc21
    -1.3	-0.6	-9	0.2	-1.8	-2	-2	0.6	-1.1	0.9	-6
12	O=C(c1ccccn1)N1CCN(S(=O)(=O)c2cccc(Br)c2)CC1
    0.3	-1.1	-4	-0.2	-0.4	-2	-1	-0.6	0.0	3.1	-2
13	O=C(CN1C(=O)C(=O)N(C2CCCC2)C1=O)NCCc1ccc(Cl)cc1Cl
    -1.6	0.3	3	0.7	-0.9	2	-1	2.2	0.3	0.8	-1
14	CN(C)c1nc2c(cnn2C)c(=O)[nH]1
    -0.1	-0.2	3	0.9	-1.0	7	-3	-0.4	1.1	0.5	5
15	CCOC(=O)CNC(=O)C(CC(C)C)NC(=O)C1CCCCC1 (configuration not stated)
    0.1	-0.8	2	-0.5	-1.3	-2	1	-0.5	0.2	1.6	1
16	CCCCNC(=O)C1C(c2ccc(C(F)(F)F)cc2)=Nc2ccccc2N1C(=O)c1ccc2nc(C)[nH]c2c1 (configuration not stated)
    1.6	1.2	5	92*	-0.2	-5	0	5.3	·	·	3
17	O=C(/C=C/c1ccc(Cl)c([N+](=O)[O-])c1)Nc1cccc(NC(=O)c2ccco2)c1
    0.2	-2.0	37	0.3	-1.9	-18	1	0.1	-0.7	1.7	25
18	Cc1cc(C)n(-c2nc(NCCN(C)C)c3c4c(sc3n2)CCCC4)n1
    -0.2	0.1	-10	-0.3	-1.0	-21	-3	-1.5	-0.5	1.8	-11
19	CC(C)[C@H](Nc1nc(-c2ccccc2)nc2c1oc1ccccc12)C(=O)O
    0.8	1.6	0	0.6	0.8	-12	-3	-1.6	0.0	-2.2	0
20	CCc1ccc(S(=O)(=O)NCc2csc(-c3cccnc3)n2)s1
    1.6	-0.8	4	0.1	-1.4	-2	0	-1.8	0.2	2.9	2
21	O=C(NCCC(=O)N1CCN(S(=O)(=O)c2ccccc2F)CC1)Nc1ccccc1
    0.6	0.8	-4	0.3	-2.0	-5	5	1.3	0.8	0.6	-4
22	CCOc1ccc(-n2c(=O)c3c4c(sc3n(CC(=O)NCc3ccco3)c2=O)CCC4)cc1
    -0.5	-1.1	-2	0.0	-1.4	0	-1	-1.1	-0.8	-0.8	2
23	O=C(Cc1cccc2ccccc12)OCn1nnc2ccccc2c1=O
    -0.7	0.6	0	0.0	-1.1	-9	1	3.2	-1.2	1.0	2
24	O=C(c1sccc1Cl)N1CCN(Cc2ccc3c(c2)OCO3)CC1
    -0.4	0.1	1	-0.4	-1.2	-5	-4	1.8	2.3	-0.5	-6
25	COC(=O)c1c(NC(=O)CCN2CCOCC2)sc2c1CCCC2
    -0.7	1.4	3	0.4	-0.8	1	-1	-0.8	-1.2	0.5	4
26	COC(=O)C1=C(C)N(C)C(=NCc2cc(OC)c(OC)c(OC)c2)NC1c1ccc(Cl)cc1 (configuration not stated)
    -0.5	-2.4	1	0.2	-0.3	-2	-5	-2.3	·	·	-1
27	COc1ccc(S(=O)(=O)N2CCN(C(=O)C3CC3)CC2)cc1
    0.0	0.3	0	0.4	-0.9	-2	1	2.6	4.2*	-1.9	1
28	CCCn1nc(NC(=O)c2cccs2)c2cc3cccc(C)c3nc21
    -0.5	-0.5	-3	-0.1	-1.1	4	-3	1.7	·	-0.1	-2
29	CC1(C2CCC3C4CCC5CC6(CCC5(C)C4C(=O)CC32C)OCCO6)OCCO1 (configuration not stated)
    -1.9	-0.7	-8	-0.2	-1.8	7	-6	0.3	-2.4	-2.1	-1
30	COc1ccc(-c2nnc(SC3CCOC3=O)n2C2CCCCC2)cc1OC (configuration not stated)
    0.7	-1.0	-6	0.1	-1.5	-4	-3	2.4	0.3	1.0	-3

Arranged by value in ssDAF-12 act (high to low): 3 from the list above.
entry | compound | ssDAF-12 act
26 | COC(=O)C1=C(C)N(C)C(=NCc2cc(OC)c(OC)c(OC)c2)NC1c1ccc(Cl)cc1 (configuration not stated) | -0.3
22 | CCOc1ccc(-n2c(=O)c3c4c(sc3n(CC(=O)NCc3ccco3)c2=O)CCC4)cc1 | -1.4
30 | COc1ccc(-c2nnc(SC3CCOC3=O)n2C2CCCCC2)cc1OC (configuration not stated) | -1.5

Reformatted with tabs: 2 of the compounds above.
cpd	SMILES	DAX1 inh-1	hcDAF-12 act	GC-A act	KLK7 zymogen act	ssDAF-12 act	HGIII-sPLA2 inh	SMARCA2 activ	hgDAF12 agonist	DAX1 inh-2	GAA850 FXN act	NPR2 activator
24	O=C(c1sccc1Cl)N1CCN(Cc2ccc3c(c2)OCO3)CC1	-0.4	0.1	1	-0.4	-1.2	-5	-4	1.8	2.3	-0.5	-6
25	COC(=O)c1c(NC(=O)CCN2CCOCC2)sc2c1CCCC2	-0.7	1.4	3	0.4	-0.8	1	-1	-0.8	-1.2	0.5	4

The list goes on:
Below each SMILES – DAX1 inh-1	hcDAF-12 act	GC-A act	KLK7 zymogen act	ssDAF-12 act	HGIII-sPLA2 inh	SMARCA2 activ	hgDAF12 agonist	DAX1 inh-2	GAA850 FXN act	NPR2 activator
31	Cc1ccc(S(=O)(=O)N2CCCCC2)cc1NC(=O)CCCOc1ccccc1
    -2.2	0.1	1	0.1	-1.3	-12	-2	-2.4	-0.2	1.4	1
32	CN(CCNC(=O)c1ccc(CS(=O)(=O)c2c(Cl)cccc2Cl)o1)CCc1ccccc1
    0.4	-2.7	-3	0.2	-1.0	-24	0	1.6	0.0	-0.4	4
33	O=C(Nc1ccccc1Cl)c1cc(C2CCCCN2C(=O)OCCF)on1 (configuration not stated)
    -0.8	-0.8	1	0.4	-1.4	-8	-2	-3.7	·	0.1	-4
34	COc1ccc(NC(=O)C2CCCN2C(=O)NCc2ccccc2)c(OC)c1 (configuration not stated)
    -0.9	-0.9	3	0.0	-0.3	7	-2	-2.1	1.5	0.3	3
35	CN1C(=O)/C(=C\c2ccc(OC(=O)c3ccco3)cc2)SC1=S
    -0.3	0.1	1	-0.8	-0.6	5	2	-0.3	0.4	-1.0	5
36	CC1(C)CC(=O)C(C=NCCN2CCN(C(=O)c3ccc(F)cc3)CC2)=C(O)C1
    0.7	-1.7	-2	0.1	-0.5	1	-2	1.5	0.2	1.1	-6
37	O=C(NCCNC(=O)c1ccccc1Br)c1ccccc1Br
    -0.1	-2.0	1	0.1	-1.1	2	4	2.4	3.0	0.2	-5
38	CCn1c(-c2ccccc2O)n[nH]c1=S
    -0.3	-0.2	1	0.3	-1.2	3	1	-1.9	0.3	1.5	-2
39	Fc1ccc2nc(Nc3nc4c(s3)CCCC4)sc2c1
    3.4	10*	7	-16	1.9*	2	4	13*	2.4	5.5	-2
40	COc1ccc(S(=O)(=O)NC(CC(=O)NCCc2ccc(OC)c(OC)c2)c2ccco2)cc1 (configuration not stated)
    0.3	-1.4	4	0.6	-1.2	-4	0	0.1	0.8	-0.3	0
41	CCOC(=O)c1ccc(NC(=O)CSc2nc(SC)ns2)cc1
    3.0	4.6	-3	0.3	0.1	-5	-1	7.1	1.2	2.7	0
42	O=C(Nc1ccccc1F)c1ccc(-c2cccc([N+](=O)[O-])c2)o1
    -2.6	2.3	7	-0.2	0.2	5	3	10	0.5	3.9	3
43	COc1ccc(OCCCC(=O)N(C)CC(=O)Nc2c(C)cccc2C)cc1
    1.0	0.0	0	-0.3	-0.8	11	-1	-2.8	-0.7	-0.7	3
44	CC(C)Sc1nc2c(c(=O)[nH]1)C(c1cccs1)C1=C(CC(C)(C)CC1=O)N2 (configuration not stated)
    -0.6	-1.1	-10	-1.1	-0.9	-9	-6	-1.6	-0.4	-1.0	-4
45	COC(=O)c1cc(NC(=O)CSc2nnc(CN3CCOCC3)n2C)ccc1Cl
    -0.9	-0.4	2	0.4	-1.2	-2	-1	-1.9	0.5	1.5	2
46	COC(=O)c1cc2ccsc2n1Cc1cc(=O)n2ccccc2n1
    -0.2	1.1	4	0.3	-0.9	2	1	2.6	0.9	2.1	0

An unsorted share of the library; 6.7% or so of the library scored in one or more.
